E coli RNAP = inhibitors of Escherichia coli RNA polymerase. E. coli RNA polymerase, fluorescence transcription assay. 62,000 compounds, 0.2% hits. P0A8V2. inhibition, %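 (tested at 10 µM)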. AID 559; in the data active = inhibition above about 20%;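 note: 0% = enzyme without compound and 100% = no enzyme blank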
SF-1 act = activators of human nuclear receptor SF-1; 65,000 compounds, 1.9% hits; AID 522; activation, % at 10 µM; CHO-K1 Gal4-SF-1 LBD luciferase reporter; % increase over DMSO SF-1-specific signal; Q13285;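 active = activation above the mean activation of all tested compounds plus 3 SD, cut at about 50% in these data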
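Material: CHO-K1 cells with Gal4–hSF-1 LBD chimera plus Gal4-driven luciferase / Input: 4,000 CHO-K1 cells per well / Incubation: compound exposure 20 h at 37 °C / Signal: luminescence read 15 min after SteadyLite luciferase reagent, after room-temperature equilibration / Read-out: percent activation versus DMSO / Benchmarks: DMSO negative control and −SF1 background wells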
NADH enzymes = inhibitors of enzymes used to reach an NAD/NADH endpoint | coupled PK/LDH NADH assays, four targets | IC50, µM (highest dose often 10 µM), inactives show at the highest dose inhibition | 65,000 compounds, 0.02% hits | AID 774;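 active = single-dose screening hits from any of four coupled enzyme assays that gave an IC50 when retested across doses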;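 note: the DPM-DC format reads NADH fluorescence rather than 340 nm absorbance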
Fluor 339 460 = intrinsic fluorescence of library compounds, ex339/em460 – biochemical, MLSMR library, data from DPM-DC assay, artefact control, profiling panel; 65,000 compounds, 5.5% hits; fluorescence fold increase at 10 µM; compound autofluorescence, ex339/em460 nm, NADH buffer; stronger effect = higher value; 1 = no-compound wells, NADH background; AID 709;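 active = at 10 µM, mean starting fluorescence two-fold or more over control wells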;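 note: signal is the first read of a kinetic run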
M1 ag = activates the M1 muscarinic receptor; B-score at 10 µM; AID 626; 64,000 compounds, 3% hits; CHO-M1 cells, Fluo-4 calcium fluorescence, agonist mode; stronger effect = higher value;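 active = fluorescence rise, raw or as B-score row- and column-corrected plate score, outside the 99.7% band of its plate's samples, either direction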
M1 antagonist = M1 muscarinic receptor (rat) antagonism | P08482 | CHO-M1 cells, Fluo-4 calcium, ACh EC80 antagonist mode; stronger effect = lower value | B-score at 10 µM | 64,000 compounds, 3.4% hits | AID 628;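 active = calcium fluorescence response, raw or row-and-column corrected B-score, differing from the plate sample mean either way at a set confidence level, mostly lower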
Target sequence (P08482 whole entry, looked up): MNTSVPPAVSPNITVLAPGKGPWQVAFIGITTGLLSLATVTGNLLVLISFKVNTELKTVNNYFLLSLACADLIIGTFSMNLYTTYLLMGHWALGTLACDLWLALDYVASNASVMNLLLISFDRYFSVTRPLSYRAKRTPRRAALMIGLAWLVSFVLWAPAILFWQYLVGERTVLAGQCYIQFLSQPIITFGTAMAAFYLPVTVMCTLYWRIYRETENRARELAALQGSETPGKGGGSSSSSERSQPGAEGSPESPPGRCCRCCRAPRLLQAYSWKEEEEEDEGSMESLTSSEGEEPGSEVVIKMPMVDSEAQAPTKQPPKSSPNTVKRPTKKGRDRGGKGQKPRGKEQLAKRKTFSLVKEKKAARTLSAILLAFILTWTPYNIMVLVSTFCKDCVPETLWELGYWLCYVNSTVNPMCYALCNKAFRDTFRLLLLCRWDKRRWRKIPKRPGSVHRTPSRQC
RORA act = activates the human nuclear receptor RORA; P35398; CHO-K1 Gal4-RORA LBD luciferase reporter, luminescence; percent increase over mock-subtracted basal signal; activation, % at 10 µM; 65,000 compounds, 1.5% hits;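 active = activation above the mean of all tested compounds plus 3 SD, cut at about 49% in these data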;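 note: 0% = DMSO-treated RORA cells and 100% = added signal equal to DMSO minus mock-transfected cells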
tolC growth inh = E. coli tolC mutant growth inhibition | E. coli BW25113 tolC mutant growth, OD615 | 65,000 compounds, 2.2% hits | growth inhibition, % at 10 µM (by protocol);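 active = growth inhibition at or above a cutoff equal to the mean over every tested compound plus 3 SD, cut at about 60% in these data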;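 note: growth measured after 20 h incubation at 37 °C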
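test system = E. coli BW25113 ΔtolC::kan bacteria | medium = LB with kanamycin 50 µg/mL | signal = OD at 615 nm | schedule = 37 °C, 20 h exposure | evaluation = % inhibition of E. coli growth | compound dosing = one dose of 10 µM final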
TNAP act mid DEA = activates human TNAP at intermediate phosphate acceptor concentration | purified TNAP, CDP-star luminescence, 100 mM DEA, 30 min; stronger effect = higher value; scale: 0 levamisole-inhibited, 1 vehicle-only enzyme | P05186 | AID 813 | 64,000 tested, under 10 active | activation factor at 20 µM;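 active = activation factor of at least 2 at 20 µM, relative to controls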
Target sequence (P05186 whole entry, looked up): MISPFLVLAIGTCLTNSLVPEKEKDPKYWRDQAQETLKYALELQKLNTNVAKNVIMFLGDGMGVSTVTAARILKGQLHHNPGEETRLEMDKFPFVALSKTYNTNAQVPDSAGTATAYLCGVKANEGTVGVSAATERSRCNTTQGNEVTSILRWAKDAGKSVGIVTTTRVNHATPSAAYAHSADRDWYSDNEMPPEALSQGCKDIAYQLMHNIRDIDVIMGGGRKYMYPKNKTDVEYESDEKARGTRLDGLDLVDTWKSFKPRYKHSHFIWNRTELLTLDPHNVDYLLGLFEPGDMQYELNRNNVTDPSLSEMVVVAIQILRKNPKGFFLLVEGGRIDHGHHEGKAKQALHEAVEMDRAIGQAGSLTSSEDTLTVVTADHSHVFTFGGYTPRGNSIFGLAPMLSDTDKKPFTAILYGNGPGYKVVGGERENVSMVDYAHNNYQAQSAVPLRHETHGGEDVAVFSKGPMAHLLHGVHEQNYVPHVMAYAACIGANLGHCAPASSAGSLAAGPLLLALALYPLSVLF
Starred values were filed as active, the others as inactive; · = no result given; [ ] = remark or other dose.

| Molecule | E coli RNAP | SF-1 act | NADH enzymes | Fluor 339 460 | M1 ag | M1 antagonist | RORA act | tolC growth inh | TNAP act mid DEA |
| --- | --- | --- | --- | --- | --- | --- | --- | --- | --- |
| CCOc1ccccc1N1CCN(Cc2ccc(Br)s2)CC1 | 6.0 | 4.7 | 12.0% | 1.05 | -0.0675 | 0.244 | -6.9 | 96.9* | 1 |
| O=C(CSc1ncc(-c2ccccc2)n1CC1CCCO1)N1CCCCC1 (stereo not drawn) | -1.3 | 2.0 | 2.0% | 1.1 | -0.224 | -0.303 | -12.1 | -3.0 | 1 |
| CCN1CCN(c2cc(C)c3cc(NC(=O)c4cncc(Br)c4)ccc3n2)CC1 | 8.0 | 13.9 | 9.0% | 1.05 | -0.0714 | -5.01* | 7.0 | 12.0 | 1 |
| Cc1ccc2cc3cc(C(=O)NCCC(C)C)oc3nc2c1 | 3.4 | 2.1 | 2.0%[fluoresces] | 5.06* | 0.332 | 0.3 | 10.6 | -8.8 | 0.9 |
| Cc1[nH]nc2c1C1(CCC3(CC1)OCCO3)C(C#N)=C(N)O2 | 9.7 | 6.7 | 1.0% | 1.03 | -0.0339 | -0.0519 | -13.7 | -17.9 | 0.9 |
| Cc1ccc(S(=O)(=O)C2(C(=O)Nc3ccc(F)cc3)CC2)cc1 | 3.6 | -0.7 | 4.0% | 1.18 | -0.0384 | -1.21 | -18.5 | -3.1 | 0.9 |
| COCCn1c(-c2ccc(Cl)cc2)cnc1SCC(=O)NCc1cccs1 | 1.4 | 4.3 | 3.0% | 1.1 | 0.764 | -0.0389 | 22.5 | 13.1 | 1 |
| Clc1cccc(Cl)c1Cn1nnc(-c2cccs2)n1 | 3.8 | 50.8* | 3.0% | 1 | · | · | 45.7 | -9.9 | 0.9 |
| O=C(CSc1nc2ccccc2c(=O)[nH]1)c1ccc(O)c(O)c1 | 1.5 | -9.7 | 7.0% | 1.04 | 0.545 | 0.603 | -3.0 | 18.4 | 0.7 |
| NC(=O)c1sc(=S)n(-c2ccc(Br)cc2)c1N | 0.4 | 33.4 | 3.0% | 1.06 | -1.35 | 0.309 | 21.2 | 0.6 | 0.9 |
| COC(=O)c1ccc(CSc2nnc(-c3c[nH]c4ccccc34)n2C)o1 | 4.3 | 5.3 | 5.0% | 1.11 | -1.22 | 0.0331 | -2.0 | 1.5 | 0.9 |
| COc1ccccc1OCC(=O)OCC(=O)Nc1ncc(Cl)cc1Cl | 3.2 | -13.0 | 6.0% | 1.04 | 0.298 | 0.0179 | -2.8 | -8.6 | 1 |
| Cc1onc(-c2ccccc2Cl)c1C(=O)Nc1ccc(S(=O)(=O)NCC2CCCO2)cc1 (stereo not drawn) | -3.2 | 1.1 | 5.0% | 1.09 | -0.316 | 0 | -1.4 | 6.0 | 0.9 |
| O=S(=O)(c1cccc(C(F)(F)F)c1)N1CCC(O)(c2cccnc2)CC1 | 4.7 | -4.0 | 8.0% | 1.06 | 0.094 | -0.634 | 4.3 | -2.2 | 0.9 |
| COc1ccccc1OCCn1c(=O)sc2ccccc21 | 4.8 | -16.5 | 2.0% | 0.96 | 0.623 | -0.0393 | -2.8 | 8.0 | 0.9 |
| O=C(NC1CCCC1)c1cccc(S(=O)(=O)N2CCCCC2)c1 | 0.9 | -1.2 | 3.0% | 1.12 | -0.586 | -0.383 | -11.8 | 2.5 | 0.9 |
| Cn1c(=O)cc(SCC(=O)N2CCOCC2)c2ccc(Cl)cc21 | 6.8 | -7.3 | 2.0% | 1.17 | -0.616 | 0.0114 | 6.1 | -16.5 | 0.8 |
| C=CCc1c(C)c(C#N)c2nc3ccccc3n2c1NCCN(C)C | 6.2 | -5.8 | 3.0% | 1.83 | -0.0676 | -0.623 | 9.3 | -2.0 | 1 |
| COc1ccc(Cn2nnnc2C(c2ccc(F)cc2)N2CCN(C3CCCC3)CC2)cc1 (stereo not drawn) | 5.2 | -27.7 | 2.0% | 1.07 | -0.0614 | -0.56 | -5.4 | -8.3 | 1 |
| COc1cc2c(cc1OC)CN(C(=O)CSc1nc3[nH]ncc3c(=O)n1-c1ccccc1)CC2 | 13.2 | -1.8 | 2.0% | 1.04 | 0.0608 | -0.12 | -18.7 | 6.5 | 1 |
| Cc1ccc(-c2nnn(CC(=O)N(c3ccc(F)cc3)C(C(=O)NC3CCCC3)c3ccco3)n2)o1 (stereo not drawn) | 8.6 | -25.9 | 3.0% | 1.1 | 0.0772 | -0.0123 | -23.7 | -13.6 | 0.9 |
| Cc1cc2c(=O)n(C)c(SCC(=O)c3cc4ccccc4o3)nc2s1 | 20.9* | -8.8 | 3.0% | 1.07 | -0.0133 | -0.0642 | 7.3 | 9.8 | 0.9 |
| O=C(NCc1ccc2c(c1)OCO2)c1ccc(CS(=O)(=O)c2ccc(Br)cc2)o1 | -2.9 | -7.9 | 2.0% | 1.06 | -1.01 | 0.239 | -4.2 | 15.6 | 0.9 |
| O=C(Nc1ccc2c(c1)OCCO2)c1ccc(NC(=O)C2CCCO2)cc1 (stereo not drawn) | 5.3 | 16.7 | 4.0% | 1.1 | -0.494 | -0.0293 | 24.6 | -0.9 | 1 |
| Cc1ccc(C)c(N2CCN(C(=O)CCc3nc4ccccc4[nH]3)CC2)c1 | -5.0 | 4.0 | 7.0% | 1.03 | 1.24 | 0.61 | 24.0 | 47.7 | 1.1 |
| C=CCNC(=O)c1ccc(C(=O)c2ccccc2)cc1 | 6.9 | 6.9 | 7.0% | 1.12 | 0.181 | -1 | -5.9 | 3.6 | 0.9 |
| CCOc1ccc2nc(N3CCCCCC3)sc2c1 | 7.9 | 58.4* | 3.0% | 1.05 | 0.138 | 0.769 | 36.3 | 20.8 | 0.9 |
| COC(=O)c1cc(=O)nc2scc(C)n12 | 7.2 | 6.0 | 8.0% | 1.15 | 0.387 | -0.0779 | -17.8 | -12.5 | 0.9 |
| COc1ccccc1N1CCN(C2=NS(=O)(=O)c3ccccc32)CC1 | 6.1 | 10.3 | 2.0% | 1.07 | -0.517 | -0.731 | 4.9 | -10.6 | 1 |
| O=C(COc1ccc(Cl)cc1Cl)NCc1ccco1 | -1.9 | 11.4 | 6.0% | 1.11 | 0.126 | -0.415 | 3.3 | 11.2 | 0.9 |
| CCC1(c2ccccc2)NC(=O)N(CC(=O)Nc2cccc(C#N)c2)C1=O (stereo not drawn) | 2.3 | 10.4 | 5.0% | 1.08 | 0.0512 | 1.04 | -28.8 | 4.7 | 1 |
| Cc1cc(Cl)ccc1OCC(=O)N1C(C)CCCC1C (stereo not drawn) | 4.6 | 3.2 | 6.0% | 1.05 | 0.344 | 0.374 | -16.9 | 21.3 | 0.9 |
| O=S(=O)(c1ccc(S(=O)(=O)n2cnc3ccccc32)cc1)N1CCCCCC1 | 4.2 | 11.3 | 5.0% | 1.19 | 0.0926 | -0.00679 | 10.0 | -14.3 | 1 |
| O=C(OCC(=O)N1CCOCC1)c1ccccc1SCC(=O)N1CCCC1 | -1.7 | 6.9 | 5.0% | 1.13 | 0.369 | 0.557 | -2.9 | -17.0 | 0.9 |
| COc1ccc2c(C)cc(=O)oc2c1C | 11.9 | 1.9 | 8.0%[fluoresces] | 2.09* | -0.049 | -0.013 | 0.0 | -0.9 | 0.9 |
| O=C(CC1SCCNC1=O)Nc1cccc(C(F)(F)F)c1 (stereo not drawn) | 6.8 | 9.1 | 8.0% | 1.05 | -0.874 | 1.88 | 19.7 | -12.5 | 0.9 |
| Cc1noc(C)c1S(=O)(=O)N1CCC(C(=O)Nc2ccc(OC(F)(F)F)cc2)CC1 | -5.9 | -2.7 | 1.0% | 1.09 | -0.543 | 2.02 | -13.9 | 2.6 | 1.1 |
| O=S(=O)(N1CCOCC1)n1nnc2ccccc21 | -1.7 | 6.3 | 5.0% | 1.08 | 0.754 | 0.946 | 2.2 | -12.6 | 1.1 |
| C=CCNc1nc2c(c(=O)n(C)c(=O)n2C)n1Cc1ccc(F)cc1 | 10.7 | -24.9 | 2.0% | 1.05 | 1.17 | -0.0227 | -24.4 | 0.9 | 0.9 |
| Cc1nc2nc(-c3ccccc3)[nH]n2c(=O)c1Cc1ccccc1 | 4.5 | 28.1 | 4.0% | 1.06 | 1.11 | -0.261 | 32.7 | 29.3 | 0.9 |
| CN(C)CCCNc1oc(-c2cccc(Cl)c2)nc1C#N | 4.1 | -10.7 | 12.0%[fluoresces] | 3.91* | -1.13 | -0.185 | 11.3 | 1.7 | 0.9 |
| Cc1cccc2nc(CSCc3ccco3)cn12 | 12.2 | 55.3* | 8.0% | 1.07 | 0.107 | 0.991 | 45.8 | -1.0 | 0.9 |
| Cc1nn(C)cc1CN(C)C(=O)c1sc2cccc(Cl)c2c1Cl | 3.7 | -4.7 | 6.0% | 1.12 | 0.497 | 0.368 | -14.4 | 19.0 | 1 |
| O=C(NCc1cccnc1)C1c2ccccc2C(=O)N1C1CCCC1 (stereo not drawn) | 3.5 | 15.0 | 1.0% | 1.08 | 3.25 | 0.981 | -4.9 | -8.2 | 1 |
| CCN(CC)C(=O)COc1ccc2oc(C)c(C(=O)OC)c2c1 | 11.3 | 13.9 | 4.0% | 1.1 | 0.159 | -0.462 | -12.2 | 4.4 | 0.9 |
| CCOc1cc(C(=O)N(C)Cc2cc3cc(OC)ccc3[nH]c2=O)cc(OCC)c1OCC | -5.0 | -0.8 | 6.0% | 1.64 | -0.524 | 0.155 | -16.2 | -0.8 | 0.9 |
| O=C(Nc1cc(N2CCOCC2)ncn1)c1ccccc1 | 1.8 | 11.9 | 6.0% | 0.97 | 0.373 | 0.0293 | 14.2 | -12.0 | 0.9 |
| CCCn1nnc(NC(=O)c2ccc(OCC)c(Cl)c2)n1 | 3.0 | 3.4 | 0.0% | 1.14 | 0.894 | -0.0639 | 4.0 | 7.2 | 0.9 |
| Fc1cc(F)c2nc(N3CCOCC3)sc2c1 | 6.9 | 52.6* | 8.0% | 1.07 | 0.577 | -0.216 | 23.3 | -5.1 | 0.9 |
| Cc1ccc(CNc2nc3ccccc3n3nnnc23)cc1 | 7.8 | 32.7 | 10.0% | 2.44* | 0.273 | 0.91 | 22.2 | 21.1 | 0.9 |
| O=C(COc1ccc(Cl)cc1)NCc1nnc(SCC(=O)NCCc2ccccc2)o1 | -3.5 | 0.8 | 2.0% | 1.12 | -0.669 | 0.48 | -9.8 | -33.1 | 1 |
| CC(=O)Nc1ccc(S(=O)(=O)NCCNC(=O)c2ccccc2F)cc1 | 11.6 | -8.9 | 2.0% | 1.07 | -0.436 | -0.367 | -3.6 | -8.0 | 1 |

Some of the entries above, set out differently:
O=C(CSc1nc2ccccc2c(=O)[nH]1)c1ccc(O)c(O)c1
  E coli RNAP = 1.5
  SF-1 act = -9.7
  NADH enzymes = 7.0%
  Fluor 339 460 = 1.04
  M1 ag = 0.545
  M1 antagonist = 0.603
  RORA act = -3.0
  tolC growth inh = 18.4
  TNAP act mid DEA = 0.7

NC(=O)c1sc(=S)n(-c2ccc(Br)cc2)c1N
  E coli RNAP = 0.4
  SF-1 act = 33.4
  NADH enzymes = 3.0%
  Fluor 339 460 = 1.06
  M1 ag = -1.35
  M1 antagonist = 0.309
  RORA act = 21.2
  tolC growth inh = 0.6
  TNAP act mid DEA = 0.9

COC(=O)c1ccc(CSc2nnc(-c3c[nH]c4ccccc34)n2C)o1
  E coli RNAP = 4.3
  SF-1 act = 5.3
  NADH enzymes = 5.0%
  Fluor 339 460 = 1.11
  M1 ag = -1.22
  M1 antagonist = 0.0331
  RORA act = -2.0
  tolC growth inh = 1.5
  TNAP act mid DEA = 0.9

High-throughput results deposited in PubChem BioAssay by several laboratories.
